ARNT-TACC3 inh = disrupts binding between human ARNT and TACC3. Q9Y6A5. AlphaScreen His-ARNT PAS-B/GST-TACC3 binding, luminescence; TACC3 fragment carries E629A point mutation. inhibition, % at 9.99 µM. 390,000 compounds, 0.66% hits. AID 623870;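 active = mean inhibition of replicates at least 50% and at least half of replicates each reaching 50%; inconclusive = half or more replicates reach 50% but mean below 50%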;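 also: 0% = complete ARNT plus TACC3 wells and 100% = ARNT alone without TACC3; many hits fall short of the cut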
esBAF inh = inhibitors of esBAF chromatin remodeling in mouse ES cells; Bmi1-luciferase knock-in reporter, 24 h; 100% = twice the neutral-well signal; reporter increase, % at 12.5 µM; 350,000 compounds, 2% hits; in the data active = activation above about 40%; inconclusive = no clear call, values can overlap the other calls;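 also: 0% = median of the plate's neutral control wells and 100% = double that signal; a rise in the Bmi1 reporter signal indicates esBAF inhibition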
XiGFP reactiv = X-chromosome reactivation activator; XiGFP mouse fibroblasts, % GFP-positive cells imaging, 3 d; cells co-treated with 5-aza-dC sensitizer; scaled so ellipticine positive control = 100%; activation, % at 7.58 µM; 360,000 compounds, 0.055% hits;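 active = mean normalized replicate activation at least 10% and every replicate at or above 10%; inconclusive = only one of the two criteria met; inactive = mean below 10% and not all replicates reach 10%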;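 also: 0% = median of on-plate neutral control wells and 100% = ellipticine 6 µM median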
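Material: XiGFP fibroblasts, SV40-immortalized. Buffer or medium: DMEM plus 5-aza-dC sensitizer. Compound: single concentration per compound, delivered by pin transfer. Times: 3 days compound exposure. Controls: ellipticine 6 µM.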
RAD52 anneal inh = blocks human RAD52 DNA annealing | 360,000 compounds, 0.46% hits | inhibition, % at 18.7 µM | AID 651710 | recombinant RAD52 DNA annealing, FRET fluorescence | P43351;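 active = every replicate showing at least 50% inhibition; inconclusive = mean inhibition at least 50% but not in every replicate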
RAD54 branch = blocks human RAD54 Holliday junction branch migration; inhibition, % at 10.4 µM; 360,000 compounds, 0.14% hits; Q92698; AID 602329; FAM/BHQ fluorescence;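 active = mean normalized replicate activity at least 40 and at least half of replicates scoring 40 or more; inconclusive = only one of the two criteria met; inactive = mean below 40 and under half of replicates reaching 40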;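 also: 0% = median of neutral control wells and 100% = median of positive control wells; inhibitors cause a drop in the FAM fluorescence signal; in these data hits start at about 50%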
Target sequence (Q92698 whole entry, looked up): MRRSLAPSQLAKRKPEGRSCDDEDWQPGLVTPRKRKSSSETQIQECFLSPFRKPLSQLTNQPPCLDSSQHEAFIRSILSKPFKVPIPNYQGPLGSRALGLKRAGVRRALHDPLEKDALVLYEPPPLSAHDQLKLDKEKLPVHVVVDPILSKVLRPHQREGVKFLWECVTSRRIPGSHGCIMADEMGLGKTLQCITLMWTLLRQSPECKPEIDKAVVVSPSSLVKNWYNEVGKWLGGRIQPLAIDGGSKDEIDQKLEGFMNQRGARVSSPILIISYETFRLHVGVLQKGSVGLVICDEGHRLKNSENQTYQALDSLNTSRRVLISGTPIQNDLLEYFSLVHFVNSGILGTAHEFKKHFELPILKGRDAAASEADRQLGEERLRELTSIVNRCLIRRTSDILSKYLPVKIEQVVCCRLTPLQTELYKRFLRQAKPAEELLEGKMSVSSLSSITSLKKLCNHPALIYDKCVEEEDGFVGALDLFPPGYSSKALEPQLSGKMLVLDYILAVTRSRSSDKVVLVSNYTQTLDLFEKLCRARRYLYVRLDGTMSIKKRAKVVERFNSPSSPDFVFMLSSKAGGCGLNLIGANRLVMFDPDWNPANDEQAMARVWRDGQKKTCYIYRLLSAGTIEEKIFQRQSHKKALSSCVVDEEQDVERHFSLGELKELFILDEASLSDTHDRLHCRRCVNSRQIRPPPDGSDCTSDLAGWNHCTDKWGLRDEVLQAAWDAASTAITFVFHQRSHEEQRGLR
GSIS activator = GLuc luminescence reporter in INS-1E cells, primary screen for activators of glucose-dependent secretion of insulin; 370,000 compounds, 0.61% hits; INS-1E GLuc reporter insulin secretion, 2-3 h; AID 743287; activation, % at 16.6 µM;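 active = lowest replicate activation of at least 40%, so every replicate reaches that level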;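 also: 0% = median of neutral control wells and 100% = median of IBMX positive control wells; some compounds called inactive have numbers as strong as hits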
F508del corr = CFTR F508del correction in bronchial cells | activity (quench increase), % at 7.58 µM | 350,000 compounds, 0.36% hits | CFBE cells, YFP halide quenching; stimulated with forskolin plus potentiator P3; % fluorescence drop versus neutral controls;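 active = mean added fluorescence quench of at least 8% versus neutral control, with both replicates also reaching 8%; inconclusive = only one of the mean or replicate conditions met; inactive = mean below 8% and not both replicates reaching 8%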;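 also: cells transiently co-express mutant CFTR-F508del with the halide-sensitive YFP; corrector assay measuring rescue of mutant channel to the surface after 24 h compound exposure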
ERAP1 HTS inh = blocks human ERAP1 aminopeptidase activity | AID 652197 | Q9NZ08 | recombinant ERAP1, Leu-AMC fluorescence, 60 min | inhibition, % at 10.7 µM | 340,000 compounds, 0.15% hits;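 active = mean replicate inhibition of at least 30%, or all replicates individually reaching that 30% level; inactive = mean below 30% and not every replicate reaching it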;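 also: 0% = neutral control wells and 100% = L-leucinethiol positive control wells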
* marks the source's active call; other numbers are inactive results; i = inactive; ? = inconclusive; nt = no result given.

The line under a structure holds: ARNT-TACC3 inh	esBAF inh	XiGFP reactiv	RAD52 anneal inh	RAD54 branch	GSIS activator	F508del corr	ERAP1 HTS inh
- CN1/C(=C\C=C2/SC(=S)N(CC(=O)O)C2=O)C(C)(C)c2ccccc21
  3	nt	0.2	i	nt	-43	16*	8
- COc1cc(C2c3[nH]c4ccccc4c3CCN2Cc2cn(C)nc2C)ccc1F (stereo not given)
  -3	nt	0.0	-1	nt	-3	-1.0	-2
- O=C(Cn1c(CO)nc2ccccc21)Nc1ccccc1Cl
  2	nt	-0.2	-20	nt	11	0.3	3
- Cc1ccc(O)c(NC(=O)c2noc(C(C)C)c2[N+](=O)[O-])c1
  0	nt	0.0	-2	nt	-5	-0.2	5
- C[C@@H]1CN([C@H](C)CO)C(=O)c2cc(C#Cc3cccc(F)c3)cnc2O[C@H]1CN(C)CC1CCCC1
  6	-1	0.0	9	3	11	-3.0	-1
- CCOc1ccc(/C(CCC(=O)O)=N/NC(=S)NC(C)C)cc1
  7	nt	0.0	-1	nt	5	-2.7	-1
- COc1ccc(Cc2c(N)nc(C)nc2N)cc1
  nt	nt	0.2	-13	nt	-1	-0.5	-4
- O=C(Nc1ccc(N2CCN(C(=O)c3ccco3)CC2)cc1)c1ccccc1Br
  -17	nt	0.0	-12	10	-5	-0.3	-3
- Cc1ccc(N2C(=O)c3ccccc3NC2(C(=O)O)c2ccccc2)cc1Cl (stereo not given)
  -8	60*	0.0	-12	-13	5	0.5	4
- Cc1ccc(C(=O)Nc2ccc(S(=O)(=O)NC3=NCCCCC3)cc2)c(C)c1
  -1	nt	-0.1	-8	nt	-8	4.0	4
- Cc1csc(N(C(=O)c2cccc(S(=O)(=O)N(C)C)c2)c2ccccc2)n1
  10	12	nt	-12	4	12	nt	-1
- COc1ccc(C(=O)NC2CCCc3c2cnn3-c2cc(F)cc(F)c2)c(OC)n1 (stereo not given)
  5	2	0.0	-4	-3	4	2.6	-2
- CCNC(=O)C1CCCN(C(=O)Cc2ccc3ccccc3c2)CC1 (stereo not given)
  nt	6	-0.2	0	-19	7	0.2	5
- CCOC(=O)c1cc(C(C)(C)C)n(CCCN2CCOCC2)c1C
  -2	nt	0.0	-6	nt	-14	-1.0	-1
- O=C(c1cccc(Cl)c1)N1CCC(C(=O)N2CCN(Cc3ccccc3)CC2)CC1
  -5	-8	0.0	-7	7	7	-3.9	-1
- CCCCCCC(=O)Nc1nc(C)c(-c2csc(Nc3cccc(OC)c3)n2)s1
  0	-6	-0.1	-9	-1	5	2.9	nt
- CCC(=O)N(C)C[C@H]1Oc2cc(-c3cccc(OC)c3)ccc2S(=O)(=O)N([C@@H](C)CO)C[C@H]1C
  -9	-6	-0.8	19	4	-9	-3.9	2
- Cc1ccc(NC(=O)c2cnn(-c3ccccc3)c2C)cc1
  1	-23	0.0	-11	-5	16	-1.0	1
- COc1ccccc1CNC(=O)c1cnc2ccccn2c1=O
  -2	2	0.0	-16	-1	nt	-2.3	-3
- CCCCN1C(=O)C(CC(=O)NCCN2CCOCC2)CC(C(=O)N2CCCCCC2)=C1C (stereo not given)
  nt	nt	0.1	-18	nt	-1	-0.6	2

Another view of 3 compounds above.
structure: CCCCCCC(=O)Nc1nc(C)c(-c2csc(Nc3cccc(OC)c3)n2)s1
  ARNT-TACC3 inh: 0; esBAF inh: -6; XiGFP reactiv: -0.1; RAD52 anneal inh: -9; RAD54 branch: -1; GSIS activator: 5; F508del corr: 2.9; ERAP1 HTS inh: nt

structure: CCC(=O)N(C)C[C@H]1Oc2cc(-c3cccc(OC)c3)ccc2S(=O)(=O)N([C@@H](C)CO)C[C@H]1C
  ARNT-TACC3 inh: -9; esBAF inh: -6; XiGFP reactiv: -0.8; RAD52 anneal inh: 19; RAD54 branch: 4; GSIS activator: -9; F508del corr: -3.9; ERAP1 HTS inh: 2

structure: Cc1ccc(NC(=O)c2cnn(-c3ccccc3)c2C)cc1
  ARNT-TACC3 inh: 1; esBAF inh: -23; XiGFP reactiv: 0.0; RAD52 anneal inh: -11; RAD54 branch: -5; GSIS activator: 16; F508del corr: -1.0; ERAP1 HTS inh: 1

Continued.
The line under a structure holds: ARNT-TACC3 inh	esBAF inh	XiGFP reactiv	RAD52 anneal inh	RAD54 branch	GSIS activator	F508del corr	ERAP1 HTS inh
- CC1CCCN(C(=O)CCCC(=O)N2CCCC(C)C2)C1 (stereo not given)
  11	nt	0.2	-4	1	4	-2.8	0
- C[C@@H]1CN([C@H](C)CO)C(=O)c2cc(NC(=O)Nc3ccccc3)ccc2O[C@@H](C)CCCCO[C@H]1CN(C)C(=O)Nc1ccc(C(F)(F)F)cc1
  nt	nt	0.3	4	nt	5	-0.1	-2
- N#CCC(=O)N/N=C/c1ccc(Cl)cc1
  -5	nt	-0.2	-25	7	6	-0.5	nt
- COc1cccc(OC)c1C(=O)NCCc1ccccc1
  -9	nt	0.5	-1	nt	-7	-3.2	-6
- COc1ccc(NC(=O)N(C)C[C@H]2Oc3ccc(NC(=O)NC4CCCCC4)cc3C(=O)N([C@H](C)CO)C[C@H]2C)cc1
  -8	-2	0.0	-3	-9	-6	1.5	2
- Cn1c(=O)cc(N)n(-c2ccccc2)c1=O
  -4	-2	0.0	-3	-2	-2	-2.4	-7
- CSCCC(NC(=O)C1CCC(C)CC1)C(=O)N1CCN(c2ccccn2)CC1 (stereo not given)
  2	-2	nt	2	6	-36	nt	-1
- CCOC(=O)Cn1c(=O)c(-c2ccccc2NC)nc2ccccc21
  1	-15	nt	nt	2	9	nt	nt
- COc1ccc(-c2cnc3c(c2)C(=O)N([C@@H](C)CO)C[C@@H](C)[C@@H](CN(C)C(=O)Cc2ccccc2)O3)cc1
  -4	6	-0.6	11	7	-5	-1.4	4
- Cc1ccc(S(=O)(=O)c2cc3c(=O)n4ccccc4nc3n(CC3CCCO3)c2=N)cc1C (stereo not given)
  -11	-1	0.3	-10	-3	10	nt	-8
- CCCNC(=O)COc1ccc2c(=O)c(Oc3ccccc3F)coc2c1
  -11	nt	-0.1	-14	nt	-13	-0.5	-1
- Cc1cccc(NC(=O)CCNC(=O)c2ccc(Br)cc2)c1
  -3	54*	0.8	5	-2	6	-0.3	-2
- CCC(CC)C(=O)Nc1cccc(C(=O)N2CCCCCC2)c1
  -2	-1	nt	nt	12	11	nt	nt
- CN1C(=O)/C(=C2\SC(=S)N(CCCCCC(=O)O)C2=O)c2ccccc21
  -3	-5	0.0	-4	-2	6	-2.5	-4
- CCCNC(=O)C[C@H]1C[C@@H]2c3cc(NC(=O)NC4CCCCC4)ccc3O[C@@H]2[C@@H](CO)O1
  2	4	-0.1	-1	7	3	1.0	-1
- C[C@H](CO)N1C[C@H](C)[C@@H](CN(C)Cc2ccc(Oc3ccccc3)cc2)Oc2ccc(NC(=O)Nc3cccc4ccccc34)cc2C1=O
  -4	4	0.2	-15	-8	-20	2.2	-3
- COc1ccc(CN2CCCC(C(=O)c3cccc(OC(C)C)c3)C2)cc1Cn1cccn1 (stereo not given)
  2	0	0.2	-14	-3	-42	-0.5	-2
- C[C@@H]1CN([C@H](C)CO)C(=O)c2cccc(NS(=O)(=O)c3ccccc3)c2O[C@H]1CN(C)Cc1ccc(-c2ccccc2)cc1
  3	-5	-0.4	8	-5	-9	0.9	-5
- CO[C@@H]1CN(C)C(=O)c2cc(NC(=O)C3CCCC3)ccc2OC[C@H](C)N(CCC(F)(F)F)C[C@@H]1C
  -5	-1	-0.3	6	-6	-16	3.4	2
- COc1cc(C(=O)Nc2cccc(-c3cn4cccnc4n3)c2)cc(OC)c1OC
  -2	-6	0.0	-5	11	3	1.2	3
- COC(=O)C(C(=O)Nc1cccc(C)n1)C1CCCCCC1 (stereo not given)
  -2	-1	nt	nt	1	1	nt	nt
- CN(C)C(=O)C[C@@H]1C[C@@H]2c3cc(NC(=O)NC4CCCCC4)ccc3O[C@@H]2[C@@H](CO)O1
  -9	0	-0.1	nt	-11	2	0.9	-4
- CC(C)NC(=O)Nc1ccc2c(c1)C(=O)N(C)[C@H]1CC[C@H](CC(=O)NC3CCCCC3)O[C@H]1CO2
  -2	1	0.3	nt	-15	0	0.8	nt
- COC(=O)c1ccc(NC(=O)CCS(=O)(=O)c2ccc3c(c2)NC(=O)C(C)S3)cc1 (stereo not given)
  -1	-4	0.1	-9	2	54	-1.5	4
- OCCCNc1ncnc2sc(-c3ccccc3)cc12
  15	nt	0.2	-5	nt	3	-2.2	1
- CNC(=O)C[C@H]1CC[C@@H]2[C@H](COC[C@H](O)CN2Cc2ccncc2)O1
  0	-3	0.2	-17	-1	2	2.6	2
- O=C(Nc1ccccc1)OCC1COC(c2ccccc2)(c2ccccc2)O1 (stereo not given)
  -3	nt	0.0	-13	7	nt	-0.1	2
- O=Cc1cc2ccccc2nc1SCCCF
  -20	-3	0.0	-2	nt	7	2.8	-2
- Cc1cc2cc(C)c(SCC(=O)NCc3ccco3)nc2cc1C
  -1	nt	0.1	-7	nt	-1	-0.5	0
- COC(=O)c1ccccc1OCC(=O)NC1CCCCC1
  1	?	nt	nt	-1	17	nt	nt
- COC(=O)c1ccc(COc2c(F)c(F)cc(F)c2F)o1
  9	0	0.0	-15	6	-2	0.7	-3
- CCCCCC(=O)N1C[C@@H](n2cc(COC(=O)c3ccccc3)nn2)[C@H](O)C[C@@H]1c1ccc(Cl)cc1
  nt	-87	0.0	-90	12	-1	0.4	5
- Nc1cccnc1Sc1ccc([N+](=O)[O-])cn1
  0	nt	0.0	-2	1	16	1.6	-2
- COc1cc(CN2CCCCC2)ccc1OCc1ccccc1
  0	37	0.0	-2	-3	7	2.7	0
- NC(=O)c1nsc(C(=O)N(c2ccccc2)C(C(=O)NC2CCCC2)c2ccc3ncccc3c2)c1N (stereo not given)
  -1	1	0.2	-9	9	2	-1.9	2
- Cc1csc2nc(NC(=O)c3ccccc3)sc(=O)c12
  0	nt	0.0	-23	-11	nt	0.3	nt
- COc1cc2ccccc2cc1C(=O)Nc1ccc(NC(=O)c2cccs2)cc1
  -13	12	0.0	-8	-8	5	2.2	0

Taken from above.
CN(C)C(=O)C[C@@H]1C[C@@H]2c3cc(NC(=O)NC4CCCCC4)ccc3O[C@@H]2[C@@H](CO)O1 in F508del corr shows 0.9
COC(=O)C(C(=O)Nc1cccc(C)n1)C1CCCCCC1 (stereo not given) in esBAF inh shows -1
CCCNC(=O)C[C@H]1C[C@@H]2c3cc(NC(=O)NC4CCCCC4)ccc3O[C@@H]2[C@@H](CO)O1 in GSIS activator shows 3
